# TcdB GH inh = inhibitors of Clostridioides difficile toxin B glycohydrolase; P18177; TcdB glycohydrolase enzymatic assay, plate reader; inhibition, % at 9.99 µM; hit rate 0.24% among 350,000; AID 652162; in the data active = inhibition above about 10%
# Target sequence (P18177 whole entry, looked up): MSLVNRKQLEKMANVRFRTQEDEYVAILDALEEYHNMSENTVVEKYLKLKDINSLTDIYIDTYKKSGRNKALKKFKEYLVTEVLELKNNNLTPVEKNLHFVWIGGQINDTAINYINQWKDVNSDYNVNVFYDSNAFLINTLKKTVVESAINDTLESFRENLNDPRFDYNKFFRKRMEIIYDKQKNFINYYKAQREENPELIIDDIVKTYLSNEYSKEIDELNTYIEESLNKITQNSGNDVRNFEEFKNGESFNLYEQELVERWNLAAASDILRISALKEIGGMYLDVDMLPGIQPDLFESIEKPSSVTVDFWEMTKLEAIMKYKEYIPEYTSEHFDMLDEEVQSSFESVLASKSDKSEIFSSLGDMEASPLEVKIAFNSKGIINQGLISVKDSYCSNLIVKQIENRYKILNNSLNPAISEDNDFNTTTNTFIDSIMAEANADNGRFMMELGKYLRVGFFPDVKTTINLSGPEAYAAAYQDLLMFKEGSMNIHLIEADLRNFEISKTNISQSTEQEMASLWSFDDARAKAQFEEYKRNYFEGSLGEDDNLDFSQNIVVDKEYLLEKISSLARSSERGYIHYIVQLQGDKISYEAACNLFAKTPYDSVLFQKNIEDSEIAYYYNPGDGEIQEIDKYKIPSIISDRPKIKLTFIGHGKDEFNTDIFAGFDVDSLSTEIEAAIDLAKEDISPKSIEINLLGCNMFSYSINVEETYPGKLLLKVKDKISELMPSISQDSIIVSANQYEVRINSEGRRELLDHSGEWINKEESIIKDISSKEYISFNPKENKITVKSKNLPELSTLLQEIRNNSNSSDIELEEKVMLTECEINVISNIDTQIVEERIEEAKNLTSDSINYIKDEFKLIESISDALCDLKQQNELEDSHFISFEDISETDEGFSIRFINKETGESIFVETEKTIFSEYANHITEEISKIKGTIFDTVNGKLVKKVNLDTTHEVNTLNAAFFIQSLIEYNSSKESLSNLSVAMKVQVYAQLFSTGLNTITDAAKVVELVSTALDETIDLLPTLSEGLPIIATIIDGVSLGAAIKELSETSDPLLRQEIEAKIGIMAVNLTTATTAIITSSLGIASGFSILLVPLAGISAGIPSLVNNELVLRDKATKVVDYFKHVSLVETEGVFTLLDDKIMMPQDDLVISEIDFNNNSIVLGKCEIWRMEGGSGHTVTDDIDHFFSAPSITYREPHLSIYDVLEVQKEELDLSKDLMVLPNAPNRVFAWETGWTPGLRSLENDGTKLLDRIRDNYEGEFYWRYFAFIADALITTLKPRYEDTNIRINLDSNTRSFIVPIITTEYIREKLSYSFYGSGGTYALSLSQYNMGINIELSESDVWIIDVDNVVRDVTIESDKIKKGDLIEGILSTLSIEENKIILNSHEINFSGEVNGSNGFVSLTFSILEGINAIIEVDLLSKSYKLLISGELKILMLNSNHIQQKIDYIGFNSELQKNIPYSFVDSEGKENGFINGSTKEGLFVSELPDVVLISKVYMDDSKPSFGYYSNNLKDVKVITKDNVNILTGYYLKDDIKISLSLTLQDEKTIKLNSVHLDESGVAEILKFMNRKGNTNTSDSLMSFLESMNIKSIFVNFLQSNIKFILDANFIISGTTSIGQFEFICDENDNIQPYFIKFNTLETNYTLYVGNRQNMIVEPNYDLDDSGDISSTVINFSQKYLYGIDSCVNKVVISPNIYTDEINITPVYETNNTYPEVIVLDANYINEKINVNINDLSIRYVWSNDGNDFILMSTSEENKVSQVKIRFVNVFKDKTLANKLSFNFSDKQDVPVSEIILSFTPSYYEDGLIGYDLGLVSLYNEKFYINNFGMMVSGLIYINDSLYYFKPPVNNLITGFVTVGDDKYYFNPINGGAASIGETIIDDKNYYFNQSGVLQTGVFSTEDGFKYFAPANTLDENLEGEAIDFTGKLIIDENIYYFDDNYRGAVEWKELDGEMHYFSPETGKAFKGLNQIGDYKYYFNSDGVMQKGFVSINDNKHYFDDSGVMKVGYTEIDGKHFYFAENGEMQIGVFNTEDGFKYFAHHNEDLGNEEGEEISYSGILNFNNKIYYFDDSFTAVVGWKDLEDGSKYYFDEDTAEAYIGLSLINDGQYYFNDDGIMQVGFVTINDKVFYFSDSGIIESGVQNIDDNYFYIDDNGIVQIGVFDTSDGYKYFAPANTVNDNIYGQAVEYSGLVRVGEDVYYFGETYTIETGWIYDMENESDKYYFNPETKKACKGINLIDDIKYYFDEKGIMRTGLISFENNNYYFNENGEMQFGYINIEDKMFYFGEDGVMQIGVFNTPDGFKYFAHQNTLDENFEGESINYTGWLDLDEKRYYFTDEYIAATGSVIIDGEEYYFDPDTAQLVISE
# An asterisk follows results filed as active.
SMILES,TcdB GH inh
C[C@H](CO)N1C[C@H](C)[C@H](CN(C)S(=O)(=O)c2ccc(Cl)cc2)Oc2c(NC(=O)Nc3ccc4c(c3)OCO4)cccc2C1=O,0.2
C[C@H]1CN([C@@H](C)CO)C(=O)Cc2cc(NC(=O)Nc3ccc4c(c3)OCO4)ccc2O[C@H]1CN(C)Cc1ccccc1,0.8
C[C@H]1CCCCO[C@@H](CN(C)C(=O)Nc2ccc(F)cc2)[C@@H](C)CN([C@@H](C)CO)C(=O)c2cc(NC(=O)C3CCCCC3)ccc2O1,0.2
O=C(C[C@@H]1C=C[C@H](NC(=O)C2CCC2)[C@@H](CO)O1)NCCCN1CCOCC1,-0.8
CCNC(=O)C[C@H]1CC[C@@H]2[C@@H](COc3ccc(NC(=O)Nc4ccccc4F)cc3C(=O)N2C)O1,2.5
C[C@@H]1CN([C@@H](C)CO)C(=O)CCCn2nncc2CO[C@H]1CN(C)C(=O)Nc1cccc(C(F)(F)F)c1,-1.2
COc1cccc(C#Cc2ccc3c(c2)[C@@H]2[C@@H](CCN2C(=O)CC2CC2)[C@H](CO)N3)c1,0.2
O=C(C[C@H]1CC[C@@H]2[C@H](COC[C@@H](O)CN2Cc2nccs2)O1)NCc1ccccc1Cl,0.0
CCN1[C@H](C(=O)NC2Cc3ccccc3C2)[C@@H](CO)[C@@H]2Cn3c(cccc3=O)[C@@H]21,-0.5
N#C[C@H]1N[C@@H](CO)[C@@H]1c1ccc(C2=CCCC2)cc1,0.4
O=C(C[C@@H]1C=C[C@@H](NC(=O)c2ccc(F)cc2)[C@@H](CO)O1)NCCc1ccccc1,1.5
O=C1CN(Cc2ccc(F)cc2)C[C@@H]2[C@@H](c3ccc(Br)cc3)[C@@H](CO)N12,-2.1
C[C@H](CO)N1C[C@H](C)[C@@H](CN(C)Cc2ccc(Cl)c(Cl)c2)Oc2ccc(N(C)C)cc2CC1=O,-6.9
CCCNC(=O)C[C@@H]1C[C@@H]2c3cc(NS(=O)(=O)c4cccc(OC)c4)ccc3O[C@@H]2[C@@H](CO)O1,-1.1
O=S(=O)(c1ccccc1F)N1CCCCN2[C@@H](CO)[C@@H](c3ccc(-c4cccnc4)cc3)[C@@H]2C1,1.1
COC(=O)[C@]12C[C@H](CC(=O)NCCCN3CCCC3=O)C(=O)N(Cc3ccccc3)C1=C[C@H](C(C)(C)C)O[C@@H]2C,0.9
CCNC(=O)C[C@@H]1CC[C@@H](NC(=O)C2CC2)[C@H](CO)O1,-0.4
O=C(C[C@H]1C[C@H]2c3cc(NS(=O)(=O)c4ccccc4)ccc3O[C@H]2[C@H](CO)O1)NC1CCCC1,0.0
C[C@H](CO)N1C[C@H](C)[C@H](CN(C)Cc2ccccc2)OCc2ccccc2-c2ccccc2C1=O,0.4
C[C@H](CO)N1C[C@H](C)[C@H](CN(C)C(=O)c2ccncc2)Oc2ncc(C#CC3CCCCC3)cc2C1=O,-0.1
C[C@H]1CN([C@@H](C)CO)C(=O)Cc2cc(NC(=O)CCCN(C)C)ccc2O[C@@H]1CN(C)Cc1ccc(-c2ccccc2)cc1,-3.4
COc1ccc2c3c(n(C)c2c1)[C@H](CO)N(CC1CC1)CC31CCN(Cc2ccc(F)cc2)CC1,-2.2
Cc1ccc(S(=O)(=O)Nc2ccc3c(c2)CC(=O)N([C@@H](C)CO)C[C@@H](C)[C@H](CN(C)S(=O)(=O)c2cccs2)O3)cc1,-20
COc1cccc(CNC(=O)C[C@@H]2C=C[C@H](NS(=O)(=O)c3ccccc3OC)[C@H](CO)O2)c1,0.2
C[C@@H]1CCCCO[C@@H](CN(C)C(=O)Nc2ccccc2)[C@@H](C)CN([C@@H](C)CO)C(=O)c2cc(NC(=O)Nc3cccc4ccccc34)ccc2O1,0.5

# Taken from above, two compounds:
SMILES,TcdB GH inh
C[C@H](CO)N1C[C@H](C)[C@H](CN(C)S(=O)(=O)c2ccc(Cl)cc2)Oc2c(NC(=O)Nc3ccc4c(c3)OCO4)cccc2C1=O,0.2
C[C@H]1CN([C@@H](C)CO)C(=O)Cc2cc(NC(=O)Nc3ccc4c(c3)OCO4)ccc2O[C@H]1CN(C)Cc1ccccc1,0.8

# Back to the main list, starting seven compounds before the break.
SMILES,TcdB GH inh
C[C@H](CO)N1C[C@H](C)[C@H](CN(C)Cc2ccccc2)OCc2ccccc2-c2ccccc2C1=O,0.4
C[C@H](CO)N1C[C@H](C)[C@H](CN(C)C(=O)c2ccncc2)Oc2ncc(C#CC3CCCCC3)cc2C1=O,-0.1
C[C@H]1CN([C@@H](C)CO)C(=O)Cc2cc(NC(=O)CCCN(C)C)ccc2O[C@@H]1CN(C)Cc1ccc(-c2ccccc2)cc1,-3.4
COc1ccc2c3c(n(C)c2c1)[C@H](CO)N(CC1CC1)CC31CCN(Cc2ccc(F)cc2)CC1,-2.2
Cc1ccc(S(=O)(=O)Nc2ccc3c(c2)CC(=O)N([C@@H](C)CO)C[C@@H](C)[C@H](CN(C)S(=O)(=O)c2cccs2)O3)cc1,-20
COc1cccc(CNC(=O)C[C@@H]2C=C[C@H](NS(=O)(=O)c3ccccc3OC)[C@H](CO)O2)c1,0.2
C[C@@H]1CCCCO[C@@H](CN(C)C(=O)Nc2ccccc2)[C@@H](C)CN([C@@H](C)CO)C(=O)c2cc(NC(=O)Nc3cccc4ccccc34)ccc2O1,0.5
CN1CCN(C(=O)C[C@@H]2CC[C@@H]3[C@H](COC[C@H](O)CN3C(=O)C3CCOCC3)O2)CC1,-6.2
C/C=C/c1ccccc1[C@H]1[C@H](C#N)N(c2nc(CC)cs2)[C@H]1CO,1.8
C[C@@H]1CN([C@@H](C)CO)C(=O)Cc2cc(N(C)C)ccc2O[C@H]1CN(C)Cc1ccc(-c2ccccc2)cc1,-6.3
CO[C@@H]1CN(C)C(=O)c2cc(NC(=O)CC(F)(F)F)ccc2OC[C@@H](C)N(C(=O)C2CCOCC2)C[C@@H]1C,-0.9
COCC(=O)N(C)C[C@H]1Oc2ncc(C#C[C@H](C)O)cc2C(=O)N([C@H](C)CO)C[C@H]1C,0.1
O=C(Cc1ccccc1)N1CCCCN2[C@@H](CO)[C@@H](c3ccc(C#CC4(O)CCCC4)cc3)[C@@H]2C1,0.4
Cc1noc(C)c1NC(=O)NCC[C@@H]1CC[C@@H](NC(=O)c2ccccc2)[C@H](CO)O1,-0.1
C[C@@H]1CN([C@@H](C)CO)C(=O)Cc2cc(NC(=O)Nc3ccc4c(c3)OCO4)ccc2O[C@@H]1CN(C)Cc1ccc2c(c1)OCO2,-0.4
C[C@@H]1CN([C@@H](C)CO)C(=O)c2cc(NS(=O)(=O)c3ccc(Cl)cc3)ccc2O[C@@H]1CN(C)Cc1ccc(C(=O)O)cc1,0.9
C[C@H](CO)N1C[C@H](C)[C@H](CN(C)C(=O)Nc2ccc(F)cc2)Oc2ncccc2C1=O,-0.9
COC(=O)C[C@@H]1C=C[C@H](NC(=O)c2ccccc2)[C@H](CO)O1,-1.2
CCCC#Cc1ccc([C@@H]2[C@H](CO)N3CCCCN(S(=O)(=O)Cc4ccccc4)C[C@@H]23)cc1,1.2
Cc1noc(C)c1S(=O)(=O)N1CCCc2nc(-c3ccc(F)cc3)ccc21,2.3
C[C@@H]1CN([C@H](C)CO)C(=O)c2cccc(N(C)C)c2O[C@H]1CN(C)S(=O)(=O)c1ccc(Cl)cc1,-0.3
C=CCN1C(=O)[C@]2(O[C@H](CCO)[C@@H]([Si](C)(C)c3ccc(OC)cc3)[C@@H]2C)c2cc(N3CCOC3=O)ccc21,0.1
COC(=O)[C@H]1[C@H](CO)[C@H]2Cn3c(ccc(-c4cccc(C(=O)N(C)C)c4)c3=O)[C@H]2N1C,-0.9
CC(C)NC(=O)N(C)C[C@H]1OCCCC[C@H](C)Oc2ccc(NC(=O)C3CCCCC3)cc2C(=O)N([C@H](C)CO)C[C@H]1C,1.0
CS(=O)(=O)Nc1ccc2c(c1)[C@H]1C[C@@H](CC(=O)NCc3ccncc3)O[C@@H](CO)[C@H]1O2,-0.2
CC(C)NC(=O)N(C)C[C@H]1Oc2ncc(C#CCc3ccccc3)cc2C(=O)N([C@H](C)CO)C[C@H]1C,-11
COc1ccc(S(=O)(=O)Nc2ccc3c(c2)C(=O)N([C@H](C)CO)C[C@@H](C)[C@@H](CN(C)S(=O)(=O)c2cccs2)O3)cc1,1.2
O=C(C[C@H]1C[C@H]2c3cc(NC(=O)C4CCC4)ccc3O[C@H]2[C@@H](CO)O1)NC1CCCC1,-0.3
COc1ccc(NC(=O)N2C[C@H](O)COC[C@@H]3O[C@H](CC(=O)NC4Cc5ccccc5C4)CC[C@H]32)cc1,-2.8
COc1cccc(S(=O)(=O)Nc2ccc3c(c2)C(=O)N(C)C[C@H](OC)[C@H](C)CN(Cc2ccccc2F)[C@H](C)CO3)c1,0.8
C[C@@H]1CN([C@@H](C)CO)C(=O)c2ccccc2-c2ccccc2CO[C@H]1CN(C)S(=O)(=O)c1ccc(C(F)(F)F)cc1,0.6
Cc1cc(C(=O)Nc2cccc3c2O[C@H](CN(C)C(=O)Nc2c(C)noc2C)[C@H](C)CN([C@H](C)CO)C3=O)n(C)n1,1.0

# In the list so far, these contain two or more sulfur atoms.
SMILES,TcdB GH inh
Cc1ccc(S(=O)(=O)Nc2ccc3c(c2)CC(=O)N([C@@H](C)CO)C[C@@H](C)[C@H](CN(C)S(=O)(=O)c2cccs2)O3)cc1,-20
COc1ccc(S(=O)(=O)Nc2ccc3c(c2)C(=O)N([C@H](C)CO)C[C@@H](C)[C@@H](CN(C)S(=O)(=O)c2cccs2)O3)cc1,1.2

# (more compounds)
SMILES,TcdB GH inh
O=C(N[C@H](Cc1ccccc1)C(=O)N1CCCN(Cc2cccs2)CC1)[C@H]1O[C@@H](n2ccc(=O)[nH]c2=O)[C@H](O)[C@@H]1O,0.2
O=C(Nc1ccccc1F)N[C@@H]1CC[C@H](CCNS(=O)(=O)c2ccccc2)O[C@H]1CO,0.7
Cc1ccc(-c2cnc3c(c2)C(=O)N([C@@H](C)CO)C[C@H](C)[C@H](CN(C)C(=O)c2ccncc2)O3)cc1,-0.4
C[C@H]1CN([C@@H](C)CO)C(=O)c2cc(NS(=O)(=O)c3cccs3)ccc2O[C@H]1CN(C)S(=O)(=O)c1ccc(F)cc1,0.6
COCC(=O)N(C)C[C@H]1Oc2cc(C#CCC(C)C)ccc2S(=O)(=O)N([C@@H](C)CO)C[C@H]1C,0.2
CC(=O)N1[C@@H]2Cn3c(ccc(C4=CCCC4)c3=O)[C@H]1[C@@H](C(=O)N[C@H](C)c1ccccc1)[C@@H]2CO,1.0
C[C@H]1CN([C@@H](C)CO)S(=O)(=O)c2ccc(-c3ccccc3)cc2O[C@H]1CN(C)C,0.4
COc1ccc(S(=O)(=O)N(C)C[C@H]2OCCCC[C@H](C)Oc3ccc(NS(=O)(=O)c4ccc(C)cc4)cc3C(=O)N([C@@H](C)CO)C[C@@H]2C)cc1,0.9
O=C(NCC[C@@H]1CC[C@@H](NC(=O)c2cnccn2)[C@@H](CO)O1)Nc1ccc(F)cc1,0.3
CCCc1cn(CC[C@@H]2CC[C@@H](NC(=O)Cc3cccnc3)[C@H](CO)O2)nn1,-1.3
Cc1ccccc1S(=O)(=O)N1C[C@@H]2C(C(=O)C[C@@H]3C(=O)N(C)C(=O)[C@@H]32)[C@@H]1c1ccc(Cl)cc1 (some centres not stated),0.7
Cc1noc(C)c1NC(=O)Nc1ccc2c(c1)CC(=O)N([C@@H](C)CO)C[C@H](C)[C@@H](CN(C)Cc1ccccc1)O2,-0.9
C[C@@H](NC(=O)C[C@@H]1C=C[C@@H](NC(=O)C2CCC2)[C@@H](CO)O1)c1ccccc1,0.6
COc1ccccc1-c1ccccc1[C@H]1[C@@H](CO)N(C(=O)CN(C)C)[C@H]1C#N,-2.2
C[C@@H]1CN([C@@H](C)CO)S(=O)(=O)c2ccc(C#CCN(C)C)cc2O[C@H]1CN(C)C(=O)C1CCC1,0.4
Cc1noc(C)c1NC(=O)Nc1ccc2c(c1)C(=O)N([C@H](C)CO)C[C@H](C)[C@@H](CN(C)CC1CCCCC1)O2,-0.8
C[C@H](CO)N1C[C@H](C)[C@H](CN(C)C(=O)Nc2ccc(F)cc2)OCCCC[C@H](C)Oc2ccc(NS(=O)(=O)c3ccccc3)cc2C1=O,-0.1
CC(C)(O)C#Cc1ccc([C@@H]2[C@H]3CN(C(=O)c4cccnc4)CCCCN3[C@H]2CO)cc1,0.5
C[C@H]1CCCCO[C@H](CN(C)Cc2ccncc2)[C@@H](C)CN([C@@H](C)CO)C(=O)c2cc(NC(=O)Nc3cccc4ccccc34)ccc2O1,-0.5
N#C[C@@H]1[C@H](c2ccc(C3=CCCC3)cc2)[C@@H](CO)N1C(=O)C1CCC1,0.4
CCCN(C)C[C@@H]1OCCCC[C@H](C)Oc2ccc(N(C)C)cc2C(=O)N([C@H](C)CO)C[C@@H]1C,-29
O=C(Nc1ccc2c(c1)[C@@H]1C[C@H](CC(=O)N3CCCCC3)O[C@@H](CO)[C@@H]1O2)c1cccnc1,1.6
CCCC#Cc1ccc2c(c1)O[C@@H](CN(C)C(=O)c1ccccc1F)[C@H](C)CN([C@H](C)CO)S2(=O)=O,1.0
O=S(=O)(N[C@@H]1CC[C@@H](CCn2cc(-c3ccccc3F)nn2)O[C@H]1CO)c1ccc(F)cc1,0.9
C[C@H](CO)N1C[C@H](C)[C@H](CN(C)C(=O)C2CC2)Oc2ncc(C#CC(C)(C)O)cc2C1=O,-0.9
# Additional entries follow.
SMILES,TcdB GH inh
C[C@@H]1CCCCO[C@@H](CN(C)C(=O)Nc2ccc(F)cc2)[C@@H](C)CN([C@H](C)CO)C(=O)c2cc(NS(=O)(=O)c3cccs3)ccc2O1,-1.7
O=C(C[C@H]1CC[C@@H](NC(=O)NC2CCCCC2)[C@@H](CO)O1)NCc1ccccc1,0.7
C[C@H](CO)N1C[C@H](C)[C@H](CN(C)Cc2ccc(C(F)(F)F)cc2)Oc2ccc(NC(=O)Nc3ccc(F)cc3)cc2CC1=O,0.4
C[C@H]1CN([C@@H](C)CO)C(=O)Cc2cc(NS(=O)(=O)c3ccccc3)ccc2O[C@@H]1CN(C)C(=O)Nc1ccccc1,-0.7
C[C@@H]1CN([C@H](C)CO)C(=O)c2cc(C#Cc3ccccc3)cnc2O[C@H]1CN(C)C(=O)c1ccccc1,0.0
COc1ccc(S(=O)(=O)Nc2ccc3c(c2)C(=O)N([C@@H](C)CO)C[C@H](C)[C@H](CN(C)C(=O)C2CCCCC2)OCCCC[C@@H](C)O3)cc1,-0.1
CO[C@H]1CN(C)C(=O)c2cc(NC(=O)CC(F)(F)F)ccc2OC[C@H](C)NC[C@@H]1C,-0.4
Cc1ccc(S(=O)(=O)NC2CCN(Cc3cccc(OCCO)c3)CC2)cc1,-1.2

# A portion of the library; the hit share may differ from the screen's.
